# Luc counter – blocks Kinase-Glo luciferase, a counter-screen artifact; 200,000 compounds, 0.28% hits; Potency, µM (doses to about 38.3 µM), for the others: at the top dose activity change, negative = inhibition, hits mostly inhibitors; Kinase-Glo luciferase, ATP luminescence, 8 min; Q27757; also: potency is read from the fitted curve at half-maximal effect; % is scaled to controls: 0 for no effect and ±100 for the full control effect; nearly all actives have a fitted effect of over 60% in size
#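 Inhibition of Kinase-Glo luciferase light generation was assessed at 10 uM ATP in pH 7.2 imidazole buffer, with luminescence measured after eight minutes at ambient temperature.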
# HttQ103 aggreg – inhibitors of mutant huntingtin aggregate formation in PC12 cells; PC12 HttQ103-GFP aggregates, Acumen cytometry, 40 h; Potency, µM (highest dose often 46.1 µM), without a hit: top-dose activity change, negative = inhibition, most hits filed as inhibitors; 220,000 compounds, 1.1% hits; AID 1688; also: potency is read from the fitted curve at half-maximal effect; % is scaled to controls: 0 for no effect and ±100 for the full control effect; nearly all actives have a fitted effect of over 60% in size
#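 Aggregates are detected as GFP objects 1–25 µm with signal 6 STDEV over background in lysates of induced PC12 cells. These carry Huntingtin exon 1 with 103 glutamines fused to GFP under an ecdysone promoter; compounds titrated.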
# L3MBTL1 inh – L3MBTL1 (human) inhibition; Q9Y468; AlphaScreen L3MBTL1–H3K9me1 peptide binding; Potency, µM (top dose mostly 57.1 µM), without a hit: at the top dose activity, negative = inhibition, usual class: inhibitors; 230,000 compounds, 0.66% hits; AID 485360; also: potency is read from the fitted curve at half-maximal effect; % is scaled to controls: 0 for no effect and ±100 for the full control effect; nearly all actives have a fitted effect of over 60% in size
# Target sequence (Q9Y468 whole entry, looked up): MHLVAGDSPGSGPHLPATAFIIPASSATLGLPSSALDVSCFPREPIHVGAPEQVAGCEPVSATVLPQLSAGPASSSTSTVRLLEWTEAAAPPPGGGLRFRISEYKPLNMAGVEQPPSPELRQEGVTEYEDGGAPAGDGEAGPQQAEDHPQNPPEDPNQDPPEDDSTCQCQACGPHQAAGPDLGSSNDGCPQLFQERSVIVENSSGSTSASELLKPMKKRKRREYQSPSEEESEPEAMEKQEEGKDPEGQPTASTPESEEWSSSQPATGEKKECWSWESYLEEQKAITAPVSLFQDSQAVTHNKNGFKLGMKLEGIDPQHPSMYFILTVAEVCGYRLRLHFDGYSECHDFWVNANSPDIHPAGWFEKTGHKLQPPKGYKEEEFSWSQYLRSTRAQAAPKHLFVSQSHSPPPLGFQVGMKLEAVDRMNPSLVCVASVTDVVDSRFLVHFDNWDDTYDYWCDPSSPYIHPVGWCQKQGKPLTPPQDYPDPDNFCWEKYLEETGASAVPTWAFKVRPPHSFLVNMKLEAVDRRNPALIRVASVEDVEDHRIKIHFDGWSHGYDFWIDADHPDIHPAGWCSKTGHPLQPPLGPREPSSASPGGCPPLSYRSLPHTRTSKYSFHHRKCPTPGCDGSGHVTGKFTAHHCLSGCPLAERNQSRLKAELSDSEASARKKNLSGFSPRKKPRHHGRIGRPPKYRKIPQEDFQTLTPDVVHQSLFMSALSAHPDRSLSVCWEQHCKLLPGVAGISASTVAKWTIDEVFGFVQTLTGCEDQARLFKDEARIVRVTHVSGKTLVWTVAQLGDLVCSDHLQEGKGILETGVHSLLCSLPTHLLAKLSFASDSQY
#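 Displacement of a biotinylated histone H3(1-15) peptide monomethylated at Lys9 (75 nM) from L3MBTL1 (50 nM) was measured by AlphaScreen after a 30 min room-temperature compound incubation; cefsulodin titration served as intraplate control.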
# IMPase Li inh – membrane-permeable IMPase blocker, potentiated with lithium; 210,000 compounds, 0.35% hits; CHO-M1 cells, IP1 TR-FRET (IP-One), carbachol + lithium; Potency, µM (series often up to 59.4 µM), without a hit: at the highest dose activity, negative = IMPase inhibition, most hits filed as inhibitors;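 also: IP1 builds up when IMPase is blocked and the TR-FRET signal falls; potency is read from the fitted curve at half-maximal effect; plate controls were basal vehicle for no effect and high inhibitor control for full effect; nearly all actives have a fitted effect of over 50% in size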
#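 Test compounds were applied to CHO-M1 cells previously cultured for 16–30 h at 2000 per well. A small lithium amount accompanied them; after 30 min at 37C, IP1 was quantified by TR-FRET.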
# CBFb RUNX1 block – blocks binding between human CBF-beta and RUNX1; Q01196+Q13951; AlphaScreen CBFb-His/RUNX1-biotin binding, biochemical; 230,000 tested, under 10 active; Potency, µM (top dose mostly 59.8 µM), inactives show top-dose activity, negative = inhibition, actives largely listed as inhibitors; also: % of control where 0% means no effect
#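 AlphaScreen binding: CBFb-His and RUNX1-biotin (30 nM each) preincubated 20 min, compound added for 15 min, then nickel and streptavidin beads for 90 min, all at room temperature. Disruption of the interaction by any mechanism counts as activity.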
# NPSR antag – antagonists of human neuropeptide S receptor cAMP signaling; CHO-NPSR cells, cAMP TR-FRET, antagonist mode; 220,000 compounds, 1% hits; Q6W5P4; Potency, µM (doses to about 38.3 µM), without a hit: top-dose activity change, negative = inhibition, most hits filed as inhibitors; also: potency is read from the fitted curve at half-maximal effect; % is scaled to controls: 0 for no effect and ±100 for the full control effect; nearly all actives have a fitted effect of over 50% in size; many of its hits are not listed in these tables
# Epigenetic derep – epigenetic control regulation, reporter derepression. AID 1865. Potency, µM (highest dose often 53.9 µM), without a hit: at the highest dose GFP activation, hits mostly activators. 280,000 compounds, 0.2% hits. murine LDR cells, GFP reporter derepression, 30 h; also: potency is read from the fitted curve at half-maximal effect; % of control where 0% means no effect; nearly all actives have a fitted effect of over 60% in size
#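 Reporter derepression read as number of fluorescent GFP-positive objects, 20-120 um in size, counted by laser-scanning cytometer. Mouse LDR line with an epigenetically silenced CMV-GFP locus; compound incubation 30 h, 37 C.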
# Active calls of the source: *; u = inconclusive; x = no result given; & = joins results of further samples; [ ] = another dose, or the depositor's remark. Calls follow the shape of the dose curve; as a rule, active = well fitted curve in the direction sought with a large enough effect; inconclusive = small, poorly fitted or top-dose-only effect, or another doubt; inactive = no such curve, though single readings can be large; an effect the other way counts as inactive or inconclusive. Some of the compounds tested; rates above refer to the full screens.
# Below each compound: Luc counter | HttQ103 aggreg | Epigenetic derep | NPSR antag | IMPase Li inh | CBFb RUNX1 block | L3MBTL1 inh
CCN(CC)C(=O)C(=O)c1cccn1-c1ccc(C#N)cc1
 : x | 8%[9.22 µM] | -1.2% | -9% | 2% | 11% | 13%
CCN(CC)CCOc1ccccc1C(C)=O
 : -1% | 9% | -3.5% | 19% | 24% | 0% | -3%
COC(=O)c1cc(-c2ccccc2)n(CC(=O)O)c1C
 : 6% | -11% | -1.0% | -16%[46.1 µM] | 32%[38.3 µM] | 5% | x
CCOC(=O)CSc1ncc(-c2ccc([N+](=O)[O-])cc2)[nH]1
 : 0% | 6% | 1.1% | -3% | 4% | -5% | 0%
CCOC(=O)CNC(=O)Nc1cccc(Cl)c1C
 : 0% | u | 1.1% | -8%[46.1 µM] | 27%[38.3 µM] | 14% | 10%
Cc1cccc(NC(=S)NC(=O)c2ccc(Br)o2)c1
 : x | 7%[9.22 µM] | -0.1% | 23% | 14% | -10% | -5%
O=C1CCC(C(=O)N2CCCC(C(=O)c3ccc4c5c(cccc35)CC4)C2)=NN1 (configuration not stated)
 : -4% | -24%[9.22 µM] | 1.6% | 17% | 4% | 1% | -11%
O=C(C1CCN(c2ccc(N3CCOCC3)nn2)CC1)N1CCc2ccccc2C1
 : -1% | 9% | -0.9% | 2%[46.1 µM] | -5%[38.3 µM] | -2% | -1%
Cc1cc(C)n2nc(SCC(N)=O)nc2n1
 : 2% | -5% | -2.6% | 9% | -6% | 2% | 9%
CCn1c(C)nc2cc(C(=O)NNS(=O)(=O)c3ccccc3F)ccc21
 : -2% | 18% | -1.2% | -5%[46.1 µM] | -12%[38.3 µM] | 2% | -3%
CCN(CC)S(=O)(=O)c1ccc(NC(=O)COC(=O)c2ccc(NC(=O)CC#N)cc2)cc1
 : 5% | 18% | -3.8% | 4% | 1% | -1% | -2%
C/C(=N\S(=O)(=O)c1ccc(C)cc1)N1CCN(S(=O)(=O)c2ccccc2)C1C(C)C (configuration not stated)
 : -5% | -19% | -1.0% | -20%[46.1 µM] | 29%[38.3 µM] | -2% | x
CCCOC(=O)c1c(N)sc2c1CCC2
 : -4% | 22% | 0.6% | 5%[46.1 µM] | -18%[38.3 µM] | 4% | -8%
CC(=O)Nc1c(O)nc(SCC(=O)Nc2nnc(CC(C)C)s2)[nH]c1=O
 : -1% | -3% | -2.0% | -5%[46.1 µM] | -1% | -1% | 0%
OCC(O)C(O)C(O)C(O)c1nc2ccccc2[nH]1 (configuration not stated)
 : -2% | 21% | -6.1% | 15% | -16% | 6% | 35%[activator]

# Arranged by SMILES length (lowest first): some entries from above.
# Below each compound: Luc counter | HttQ103 aggreg | Epigenetic derep | NPSR antag | IMPase Li inh | CBFb RUNX1 block | L3MBTL1 inh
CCCOC(=O)c1c(N)sc2c1CCC2
 : -4% | 22% | 0.6% | 5%[46.1 µM] | -18%[38.3 µM] | 4% | -8%
Cc1cc(C)n2nc(SCC(N)=O)nc2n1
 : 2% | -5% | -2.6% | 9% | -6% | 2% | 9%
CCOC(=O)CNC(=O)Nc1cccc(Cl)c1C
 : 0% | u | 1.1% | -8%[46.1 µM] | 27%[38.3 µM] | 14% | 10%
Cc1cccc(NC(=S)NC(=O)c2ccc(Br)o2)c1
 : x | 7%[9.22 µM] | -0.1% | 23% | 14% | -10% | -5%
COC(=O)c1cc(-c2ccccc2)n(CC(=O)O)c1C
 : 6% | -11% | -1.0% | -16%[46.1 µM] | 32%[38.3 µM] | 5% | x
CCN(CC)C(=O)C(=O)c1cccn1-c1ccc(C#N)cc1
 : x | 8%[9.22 µM] | -1.2% | -9% | 2% | 11% | 13%
CCn1c(C)nc2cc(C(=O)NNS(=O)(=O)c3ccccc3F)ccc21
 : -2% | 18% | -1.2% | -5%[46.1 µM] | -12%[38.3 µM] | 2% | -3%
O=C(C1CCN(c2ccc(N3CCOCC3)nn2)CC1)N1CCc2ccccc2C1
 : -1% | 9% | -0.9% | 2%[46.1 µM] | -5%[38.3 µM] | -2% | -1%
CC(=O)Nc1c(O)nc(SCC(=O)Nc2nnc(CC(C)C)s2)[nH]c1=O
 : -1% | -3% | -2.0% | -5%[46.1 µM] | -1% | -1% | 0%
O=C1CCC(C(=O)N2CCCC(C(=O)c3ccc4c5c(cccc35)CC4)C2)=NN1 (configuration not stated)
 : -4% | -24%[9.22 µM] | 1.6% | 17% | 4% | 1% | -11%
C/C(=N\S(=O)(=O)c1ccc(C)cc1)N1CCN(S(=O)(=O)c2ccccc2)C1C(C)C (configuration not stated)
 : -5% | -19% | -1.0% | -20%[46.1 µM] | 29%[38.3 µM] | -2% | x

# Further entries
# Below each compound: Luc counter | HttQ103 aggreg | Epigenetic derep | NPSR antag | IMPase Li inh | CBFb RUNX1 block | L3MBTL1 inh
CC(=O)c1sc(NC(=O)c2cccc3ccccc23)nc1C
 : -3% | 13% | -2.0% | u | -13%[38.3 µM] | 3% | x
CCOC(=O)c1ccc(CNC(=O)Cn2nnc(-c3ccccc3F)n2)o1
 : 6% | -6% | -1.0% | -3% | 5% | 27% | -12%
COc1ccc(C(=O)Nc2cccc(C(C)=O)c2)c(OC)c1OC
 : -2% | 14% | 0.0% | -17%[46.1 µM] | 44%[activator][38.3 µM] | -2% | x
CC(C)(C)c1ccc(/C=N/Nc2cccc(C(=O)O)c2)cc1
 : -2% | 7% | -0.4% | -1% | -5% | 0% | x
O=c1[nH]c(CSc2nc3ccccc3[nH]2)nc2c1cnn2-c1ccccc1
 : 1% | -2% | 1.9% | -26% | -24% | -5% | -7%
CC(NC(=O)c1cccs1)C(c1cccs1)N1CCN(Cc2ccccc2)CC1 (configuration not stated)
 : 1% | 10% | 0.0% | -9% | 6% | -3% | 8%
O=C(NCc1cccnc1)/C(=C\c1ccc(-c2cccc(Cl)c2)o1)S(=O)(=O)c1ccccc1
 : 1% | -8%[9.22 µM] | 0.0% | u | 18% | -6% | -6%
Cc1c(/C=N/NC(=O)CNc2ccccc2)c2ccccn2c1C(=O)c1ccc(Cl)cc1
 : x | u | 5.2% | -22%[46.1 µM] | x | -25% | -3%
O=C(Nc1nc2c(s1)CCCC2)c1cc(-c2ccc3c(c2)OCO3)nc2ccccc12
 : -2% | -9% | -1.0% | 4% | -2% | -3% | -26%
CC(C)NC(=O)COC(=O)c1ccc(Oc2ccccc2)cc1
 : 1% | 17%[9.22 µM] | 5.9% | -14%[46.1 µM] | 23%[38.3 µM] | -2% | x
C=CCNCCOCCOc1ccccc1-c1ccccc1
 : 0% | 11%[9.22 µM] | -1.0% | -1% | 26% | -5% | 51%[activator]
Cc1cc2[nH]c3c(c[n+](C)c4ccccc34)c2cc1C
 : -7% | -36%[9.22 µM] | 3.2% | u | 20% | -2% | 10%
COc1ccccc1OCC(=O)Nc1ccc(S(=O)(=O)Nc2cc(C)nc(C)n2)cc1
 : 1% | -20% | -1.0% | -13%[46.1 µM] | 29%[38.3 µM] | 2% | x
CC1=CC(=C2C(=O)c3ccccc3C2=O)C=C(C)N1C
 : -7% | 6% | -1.1% | -21%[46.1 µM] | 7%[38.3 µM] | -1% | -1%
O=C(COc1ccc(C(=O)c2ccccc2)cc1)NC1CCCCC1
 : 1% | -2% | 0.0% | -3% | 5% | 13% | 3%

# Part of the list above in a different format:
CC(C)(C)c1ccc(/C=N/Nc2cccc(C(=O)O)c2)cc1
  Luc counter = -2% | HttQ103 aggreg = 7% | Epigenetic derep = -0.4% | NPSR antag = -1% | IMPase Li inh = -5% | CBFb RUNX1 block = 0% | L3MBTL1 inh = x
C=CCNCCOCCOc1ccccc1-c1ccccc1
  Luc counter = 0% | HttQ103 aggreg = 11%[9.22 µM] | Epigenetic derep = -1.0% | NPSR antag = -1% | IMPase Li inh = 26% | CBFb RUNX1 block = -5% | L3MBTL1 inh = 51%[activator]

# New compounds follow.
# Below each compound: Luc counter | HttQ103 aggreg | Epigenetic derep | NPSR antag | IMPase Li inh | CBFb RUNX1 block | L3MBTL1 inh
COc1ccc(NC(=O)COC(=O)COc2cccc(Br)c2)cc1OC
 : -1% | 2% | -0.2% | 13% | 5% | 4% | 11%
CCOC(=O)Cn1nc(/C=C/c2ccccc2)ccc1=O
 : -1% | 16% | 3.8% | -13%[46.1 µM] | -12%[38.3 µM] | -11% | 1%
Cc1c(Cl)cccc1NC(=S)NCCc1ccccn1
 : x | 2%[9.22 µM] | -3.3% | 17% | x | 2% | 1%
O=S(CC1CC1(Cl)Cl)CC1CC1(Cl)Cl (configuration not stated)
 : 2% | 16% | 0.0% | -2%[46.1 µM] | -13% | 2% | 4%
COc1cccc([C@@H]2Oc3ccc(OC)cc3C(=O)[C@H]2OC(=O)Nc2ccc(OC(F)F)cc2)c1
 : 2% | x | 1.1% | x | 7% | 1% | x
N/C(Cn1nnc(-c2ccccc2)n1)=N\O
 : -1% | 0% | -3.2% | 10%[46.1 µM] | 8%[38.3 µM] | 5% | 1%
O=C(CN1CCOCC1)Nc1ccccc1NC(=O)C1CCN(c2ncccn2)CC1
 : 13% | -14% | -0.8% | -14%[7.67 µM] | -2%[38.3 µM] | 7% | 3%
Oc1ccc(F)c2cccnc12
 : 7% | 1% | u | 47% | 6% | 2% | u
Cc1cc(Nc2c(C)n(C)n(-c3ccccc3)c2=O)c2ccccc2n1
 : 1% | 8% | -1.8% | 15% | 5% | 9% | 9%
O=C(O)CCc1nc(-c2ccccc2)c(-c2ccccc2)o1
 : 0%[7.66 µM] | 24% | 0.0% | -22%[46.1 µM] | 1%&7%&4%&3% | 11% | x
O=C(c1ccoc1)N1CCC2(CC1)Oc1ccc(F)cc1C(=O)C21CC(c2ccc(Cl)cc2)=NO1 (configuration not stated)
 : x | -13%[9.22 µM] | -1.9% | -14% | x | -6% | x
CC(O)[C@H]1CNC(=O)C(=O)N1CCc1cccc2ccccc12 (some centres not stated)
 : x | 7%[9.22 µM] | -0.1% | 11% | x | 9% | x
COc1ccc(C(=O)CSc2nnc(-c3ccoc3C)n2CC2CCCO2)cc1 (configuration not stated)
 : 2% | 30% | -1.0% | -2%[46.1 µM] | 3%[38.3 µM] | -3% | -1%
CN(C)c1ccc2c3c(cccc13)C(=O)N(c1ccccc1)C2=O
 : -6% | -2%[9.22 µM] | u | -2% | -9% | u | -5%
C=CCNC(=O)CC1C(=O)NCCN1Cc1ccc(-c2ccccc2)cc1 (configuration not stated)
 : 2% | -1%[9.22 µM] | -4.8% | 7% | 3% | -1% | -2%
COc1ccc(C2(C(=O)Nc3ccc(S(N)(=O)=O)cc3)CCCC2)cc1
 : 0% | -6% | 8.7% | -17% | 13% | 7% | -1%
Cc1cc(C)cc(-n2cc[nH]c2=S)c1
 : 1% | 30% | 0.0% | -1% | -4% | 6% | u
COc1cc(OC)c(S(=O)(=O)NC(C)C)cc1S(=O)(=O)NC(C)C
 : x | -16% | -0.2% | 10% | -5% | -12% | x

# Screening results (PubChem BioAssay)
